SENP6 block: inhibitors of human SENP6 protease. 1.8% of 330,000 active. Q9GZR1. Recombinant SENP6 catalytic domain, aminoluciferin luminescence. inhibition, % at 10 µM;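 active = inhibition above about 50% at the single tested dose, limit read from the data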;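 also: plate controls were DMSO wells with enzyme for no effect and DMSO wells lacking enzyme for full effect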
SENP1 FRET inh: blocks the human SENP1 SUMO protease catalytic domain. Q9P0U3. recombinant SENP1 catalytic domain, CyPet-SUMO1-YPet FRET cleavage. inhibition, % at 10 µM. 0.21% of 360,000 active. AID 624204;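 active = inhibition at least 30% at 10 µM, raw YFP signal under a set limit, fluorescence ratio 0.5 to 1.5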;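 also: 0% = enzyme with DMSO and 100% = no enzyme wells; some results filed as inactive read as strong as hits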
Target sequence (Q9P0U3 419-644 limits assumed): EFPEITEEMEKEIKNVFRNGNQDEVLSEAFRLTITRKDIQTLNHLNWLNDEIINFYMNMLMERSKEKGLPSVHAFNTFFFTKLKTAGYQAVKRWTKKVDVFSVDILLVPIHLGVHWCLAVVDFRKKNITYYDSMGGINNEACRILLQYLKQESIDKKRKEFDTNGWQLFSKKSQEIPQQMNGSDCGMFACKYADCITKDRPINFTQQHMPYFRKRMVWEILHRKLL
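Material: hSENP1 catalytic domain, recombinant; medium: Tris pH 8 with BME, BSA, NP40 and catalase; compound: single concentration of 10 µM compound, 0.5% DMSO final; technique: FRET read of cyan and yellow fluorescence; timing: 50 min enzyme reaction, room temperature, light-protected; reagent: SFCypet-SUMO1-SFYpet substrate at 25 nM; control set: no-enzyme low, enzyme-DMSO high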
NLRP3 yeast inh: NALP3 inhibition in yeast; inhibition, % at 10 µM; Yeast reconstituted NLRP3/ASC/caspase-1, beta-gal luminescence, 24 h; 0.39% of 330,000 active; AID 2825;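 active = inhibition of 50% or more; inactive = inhibition below 50%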;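 also: plate controls were induced DMSO wells for no effect and uninduced yeast grown without galactose for full effect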
PfGluPho inh: PfG6PD (Plasmodium falciparum) enzyme inhibition. inhibition, % at 20 µM. PfGluPho enzyme, NADPH resazurin-diaphorase fluorescence. 0.78% of 350,000 active;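 active = inhibition reaching at least a set limit at 20 µM in the primary screen, cut at about 59% in these data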;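 also: 0% = DMSO wells with substrate and 100% = DMSO wells lacking glucose-6-phosphate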
SENP8 block-1: blocks human SENP8 cleavage of Nedd8 substrate; Q96LD8; recombinant SENP8, Nedd8 substrate fluorescence; inhibition, % at 20 µM; 0.64% of 360,000 active; AID 602440; in the data active = inhibition mostly above about 40%, no sharp cut-off; inactive = mostly below about 27%
Target sequence (Q96LD8 whole entry, looked up): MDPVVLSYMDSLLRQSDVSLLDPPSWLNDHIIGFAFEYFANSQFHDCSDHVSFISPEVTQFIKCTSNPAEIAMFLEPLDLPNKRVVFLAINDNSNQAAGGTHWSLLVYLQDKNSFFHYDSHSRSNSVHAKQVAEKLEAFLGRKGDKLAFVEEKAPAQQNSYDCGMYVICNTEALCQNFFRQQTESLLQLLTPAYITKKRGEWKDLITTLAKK
SENP7 inh: inhibitors of human SENP7 protease. Q9BQF6. recombinant SENP7, Z-RLRGG-aminoluciferin luminescence, 40 min. inhibition, % at 5 µM. 1.5% of 330,000 active. AID 434973;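 active = inhibition above about 50% at the single test dose, limit read from the data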;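 also: plate controls were DMSO with enzyme for no effect and no enzyme buffer wells for full effect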
Target sequence (Q9BQF6 706-1050 limits assumed): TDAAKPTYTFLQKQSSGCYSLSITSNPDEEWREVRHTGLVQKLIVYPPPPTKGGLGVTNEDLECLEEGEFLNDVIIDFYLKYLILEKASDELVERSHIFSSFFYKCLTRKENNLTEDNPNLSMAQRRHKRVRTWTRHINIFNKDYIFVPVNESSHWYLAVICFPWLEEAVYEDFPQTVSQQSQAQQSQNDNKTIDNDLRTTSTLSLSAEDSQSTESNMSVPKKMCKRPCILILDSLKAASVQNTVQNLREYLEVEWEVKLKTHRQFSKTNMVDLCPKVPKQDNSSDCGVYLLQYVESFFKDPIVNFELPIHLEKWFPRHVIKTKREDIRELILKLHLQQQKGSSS
Apaf-1 inh: human Apaf-1 inhibition; O14727; reconstituted apoptosome caspase-3 activity, DEVD-Rh110 fluorescence; inhibition, % at 20 µM; 0.71% of 330,000 active; AID 489030; active = inhibition of at least 40% at 20 µM;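 also: plate controls were DMSO wells for no effect and DEVD-CHO caspase inhibitor wells for full effect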
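System – cell-free apoptosome with Apaf-1, procaspase-3 and caspase-9 · Buffer or medium – pH 7.5 Hepes buffer with CHAPS, BSA, DTT · Also added – cytochrome c with DEVD-Rh110 · Times – 30 min compound preincubation, 50 min activation, room temperature · Technique – Rh110 fluorescence intensity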
HKDC1 inh: inhibitors of human hexokinase HKDC1; recombinant HKDC1, G6PDH/diaphorase resazurin coupled fluorescence; inhibition, % at 20 µM; 0.16% of 340,000 active; Q2TB90;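 active = inhibition above about 35% when tested at 20 µM, limit read from the data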;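 also: plate controls were DMSO wells with enzyme for no effect and DMSO wells lacking enzyme for full effect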
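Assay system: in-house recombinant HK5 (HKDC1) enzyme. Input: HKDC1 at 5 µg/mL. Medium: Tris pH 8.0 buffer with MgCl2, Tween-20, BSA, BME. Dosing: single 20 µM dose. Schedule: 90 min reaction incubation at room temperature, dark. Signal: resazurin-to-resorufin fluorescence via G6PDH and diaphorase coupling, 525/613 nm. Controls: DMSO-enzyme wells negative, buffer-substituted wells positive.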
SENP8 block-2: SENP8 protease inhibition; inhibition, % at 10 µM; Q96LD8; 1.2% of 330,000 active; AID 2540; purified SENP8, Z-RLRGG-aminoluciferin cleavage, luminescence; in the data active = inhibition above about 50%
* hit, by the source's call.

Screening Cc1ccc(S(=O)(=O)N2CCN(C(=O)c3c(-c4ccccc4)noc3C)CC2)c(C)c1 returned SENP6 block -26, SENP1 FRET inh -6, NLRP3 yeast inh 6, PfGluPho inh 1, SENP8 block-1 16, SENP7 inh 1, Apaf-1 inh 2, HKDC1 inh -1 and SENP8 block-2 -4.
CCOC(=O)c1ccccc1NC(=O)COC(=O)CCNS(=O)(=O)c1ccccc1 was read as SENP6 block 12, SENP1 FRET inh 1, NLRP3 yeast inh 15, PfGluPho inh 8, SENP8 block-1 -12, SENP7 inh -4, Apaf-1 inh 1, HKDC1 inh 0 and SENP8 block-2 8.
For Cc1ccccc1-c1ccccc1CN1[C@@H](C(C)C)COCCS1(=O)=O the results were SENP1 FRET inh 0, PfGluPho inh 24, SENP8 block-1 1, SENP7 inh 9, Apaf-1 inh 30 and HKDC1 inh 9.
Screening COc1ccc(S(=O)(=O)N(C)C[C@H]2Oc3ccc(NC(=O)Cn4cnnn4)cc3C(=O)N([C@H](C)CO)C[C@@H]2C)cc1 returned SENP6 block 15, SENP1 FRET inh 0, NLRP3 yeast inh -13, PfGluPho inh 2, SENP8 block-1 2, SENP7 inh 2, Apaf-1 inh 8, HKDC1 inh -7 and SENP8 block-2 2.
For Cc1cc(OCC(=O)NNC(=S)NC(=O)c2cccs2)ccc1Cl the results were SENP6 block 10, SENP1 FRET inh 1, NLRP3 yeast inh 18, PfGluPho inh -10, SENP8 block-1 -4, SENP7 inh 0, Apaf-1 inh -2, HKDC1 inh -10 and SENP8 block-2 -3.
Screening Cc1ccc(S(=O)(=O)N/N=C/c2cccs2)cc1 returned SENP6 block -3, SENP1 FRET inh 2, NLRP3 yeast inh 3, PfGluPho inh -7, SENP8 block-1 2, SENP7 inh 2, Apaf-1 inh -10, HKDC1 inh 2 and SENP8 block-2 -1.
Cc1nc2c(cc1C#N)C(=O)c1ccccc1-2 was read as SENP6 block -5, SENP1 FRET inh 3, NLRP3 yeast inh -2, PfGluPho inh -3, SENP8 block-1 16, SENP7 inh -1, Apaf-1 inh -10, HKDC1 inh -8 and SENP8 block-2 4.
For C=CCSc1nnc(-c2ccccc2NC(C)=O)c(=O)[nH]1 the results were SENP6 block 15, SENP1 FRET inh 0, NLRP3 yeast inh 7, PfGluPho inh -4, SENP8 block-1 11, SENP7 inh 4, Apaf-1 inh -4, HKDC1 inh -4 and SENP8 block-2 0.
Screening Cn1cc(SCC(=O)NCCc2ccccc2)c2ccccc21 returned SENP6 block -15, SENP1 FRET inh 2, NLRP3 yeast inh -12, PfGluPho inh -2, SENP8 block-1 14, SENP7 inh 1, Apaf-1 inh 0, HKDC1 inh 12 and SENP8 block-2 3.
Screening c1ccc2c(Nc3nncs3)c3ccccc3nc2c1 returned SENP6 block -2, SENP1 FRET inh -59, NLRP3 yeast inh 1, PfGluPho inh -6, SENP8 block-1 -36, SENP7 inh -8, Apaf-1 inh -5, HKDC1 inh 4 and SENP8 block-2 -8.
For CCOC(=O)c1ccc(NS(=O)(=O)c2c(N)n(C)c(=O)n(C)c2=O)cc1 the results were SENP6 block 3, SENP1 FRET inh 3, NLRP3 yeast inh 23, PfGluPho inh -16, SENP8 block-1 13, SENP7 inh 0, Apaf-1 inh 5, HKDC1 inh 2 and SENP8 block-2 -10.
Screening Nn1cnnc1N/N=C/c1ccccc1C(F)(F)F returned SENP6 block 1, SENP1 FRET inh 3, NLRP3 yeast inh 9, PfGluPho inh 29, SENP8 block-1 11, SENP7 inh 5, Apaf-1 inh -2, HKDC1 inh -2 and SENP8 block-2 9.

Reprinted from the part before: four compounds; new compounds follow.
Screening Cn1cc(SCC(=O)NCCc2ccccc2)c2ccccc21 returned SENP6 block -15, SENP1 FRET inh 2, NLRP3 yeast inh -12, PfGluPho inh -2, SENP8 block-1 14, SENP7 inh 1, Apaf-1 inh 0, HKDC1 inh 12 and SENP8 block-2 3.
Screening c1ccc2c(Nc3nncs3)c3ccccc3nc2c1 returned SENP6 block -2, SENP1 FRET inh -59, NLRP3 yeast inh 1, PfGluPho inh -6, SENP8 block-1 -36, SENP7 inh -8, Apaf-1 inh -5, HKDC1 inh 4 and SENP8 block-2 -8.
For CCOC(=O)c1ccc(NS(=O)(=O)c2c(N)n(C)c(=O)n(C)c2=O)cc1 the results were SENP6 block 3, SENP1 FRET inh 3, NLRP3 yeast inh 23, PfGluPho inh -16, SENP8 block-1 13, SENP7 inh 0, Apaf-1 inh 5, HKDC1 inh 2 and SENP8 block-2 -10.
Screening Nn1cnnc1N/N=C/c1ccccc1C(F)(F)F returned SENP6 block 1, SENP1 FRET inh 3, NLRP3 yeast inh 9, PfGluPho inh 29, SENP8 block-1 11, SENP7 inh 5, Apaf-1 inh -2, HKDC1 inh -2 and SENP8 block-2 9.
For CC(C)Cc1nc2oc3c(N4CCN(CCO)CC4)ncnc3c2c2c1CCCC2 the results were SENP6 block -6, SENP1 FRET inh -22, NLRP3 yeast inh 4, PfGluPho inh 21, SENP8 block-1 -22, SENP7 inh 10, Apaf-1 inh 18, HKDC1 inh 14 and SENP8 block-2 8.
Screening COc1cc(-c2cc(C(=O)O)c3c(OC)c(OC)c(OC)cc3n2)ccc1O returned SENP6 block -9, SENP1 FRET inh 1, NLRP3 yeast inh 16, PfGluPho inh -7, SENP8 block-1 -117, SENP7 inh 11, Apaf-1 inh -1, HKDC1 inh -5 and SENP8 block-2 4.
Screening CC(=O)N/C(=C/c1ccc2c(c1)OCO2)C(=O)NCCO returned SENP6 block -16, SENP1 FRET inh 4, NLRP3 yeast inh -3, PfGluPho inh -17, SENP8 block-1 7, SENP7 inh -5, Apaf-1 inh -1, HKDC1 inh -2 and SENP8 block-2 -13.
`CCN1CCN(c2nc3c(c(=O)[nH]c(=O)n3C)n2Cc2ccccc2)CC1` gave SENP6 block 3, SENP1 FRET inh -2, NLRP3 yeast inh 15, PfGluPho inh -15, SENP8 block-1 10, SENP7 inh 1, Apaf-1 inh 5, HKDC1 inh -6 and SENP8 block-2 16.
For O=C(CCn1cccc1)Nc1cc(F)ccc1F the results were SENP6 block -28, SENP1 FRET inh 2, NLRP3 yeast inh 12, PfGluPho inh -8, SENP8 block-1 9, SENP7 inh -11, Apaf-1 inh 2, HKDC1 inh 2 and SENP8 block-2 -16.
N/C(=N\OC(=O)COc1ccc2ccccc2c1Br)c1cccnc1 was read as SENP6 block -2, NLRP3 yeast inh 14, SENP7 inh 4, Apaf-1 inh 13 and SENP8 block-2 -4.
N/C(=N\c1nc2ccccc2o1)NC(=O)c1ccccc1 was read as SENP6 block 10, SENP1 FRET inh 0, NLRP3 yeast inh 25, PfGluPho inh 4, SENP8 block-1 17, SENP7 inh 28, Apaf-1 inh 9, HKDC1 inh -3 and SENP8 block-2 -13.
`Cc1ccc(S(=O)(=O)N2CCN(C(=O)Cn3c(=O)oc4ccccc43)CC2)cc1` gave SENP6 block -2, SENP1 FRET inh 0, NLRP3 yeast inh 9, PfGluPho inh 11, SENP8 block-1 11, SENP7 inh 5, Apaf-1 inh 3, HKDC1 inh -3 and SENP8 block-2 3.
COc1ccc(Oc2ccc3c(C(F)(F)F)cc(C(F)(F)F)nc3n2)cc1 was read as SENP6 block 3, SENP1 FRET inh 0, NLRP3 yeast inh 16, PfGluPho inh 14, SENP8 block-1 19, SENP7 inh -2, Apaf-1 inh 12, HKDC1 inh -16 and SENP8 block-2 3.
CCc1cccc(NS(=O)(=O)c2csc(C(N)=O)c2)c1 was read as SENP6 block -22, SENP1 FRET inh 1, NLRP3 yeast inh 11, PfGluPho inh 13, SENP8 block-1 9, SENP7 inh -5, Apaf-1 inh -2, HKDC1 inh -2 and SENP8 block-2 0.
CNc1ccc(C=C2C=Cc3ccccc32)cc1 was read as SENP1 FRET inh 7, PfGluPho inh 41, SENP8 block-1 21 and HKDC1 inh 3.
COc1ccccc1NC(=O)Nc1nnc(CC(=O)Nc2ccccc2)s1 was read as SENP6 block 0, NLRP3 yeast inh 29, SENP7 inh 5, Apaf-1 inh -13 and SENP8 block-2 -1.
Screening Cc1cccc2cc(C(c3nnnn3Cc3ccccc3)N3CCN(c4ccccc4)CC3)c(=O)[nH]c12 (stereo not given) returned SENP6 block -11, SENP1 FRET inh -6, NLRP3 yeast inh 17, PfGluPho inh -9, SENP8 block-1 -28, SENP7 inh 6, Apaf-1 inh 22, HKDC1 inh -1 and SENP8 block-2 4.
Screening N#CCc1ccc(Oc2ccc([N+](=O)[O-])cn2)cc1 returned SENP6 block -6, SENP1 FRET inh 2, NLRP3 yeast inh 18, PfGluPho inh 14, SENP8 block-1 15, SENP7 inh -6, Apaf-1 inh -11, HKDC1 inh 0 and SENP8 block-2 -4.
Screening CC(OC(=O)CSc1ccc(F)cc1)C(=O)NC1(C#N)CCCCC1 (stereo not given) returned SENP6 block 5, SENP1 FRET inh 5, NLRP3 yeast inh 0, PfGluPho inh 9, SENP8 block-1 -1, SENP7 inh -2, Apaf-1 inh 4, HKDC1 inh -5 and SENP8 block-2 -9.
For CC(=O)OC1OCCOC1NC(=S)Nc1ccc(C)cc1 (stereo not given) the results were SENP6 block -4, SENP1 FRET inh 2, NLRP3 yeast inh 8, PfGluPho inh -6, SENP8 block-1 6, SENP7 inh -6, Apaf-1 inh -7, HKDC1 inh -8 and SENP8 block-2 -1.
Nc1c(C(=O)c2ccc(F)cc2)oc2ccccc12 was read as SENP6 block -11, SENP1 FRET inh -28, NLRP3 yeast inh -23, PfGluPho inh 3, SENP8 block-1 -1, SENP7 inh -9, Apaf-1 inh -4, HKDC1 inh 2 and SENP8 block-2 -11.
Screening O=C(CCNC(=O)c1ccccc1)NNC(=O)c1ccc(F)cc1 returned SENP6 block 2, SENP1 FRET inh 2, NLRP3 yeast inh 6, PfGluPho inh 1, SENP8 block-1 6, SENP7 inh 8, Apaf-1 inh -1, HKDC1 inh -4 and SENP8 block-2 -2.
C=CCn1c(-c2ccc(F)cc2)n[nH]c1=S was read as SENP6 block -5, SENP1 FRET inh 1, NLRP3 yeast inh 15, PfGluPho inh 1, SENP8 block-1 5, SENP7 inh 6, Apaf-1 inh -8, HKDC1 inh -9 and SENP8 block-2 3.
Screening COc1ccc2c(c1)C(=O)CC(c1ccc3c(c1)OCCO3)O2 (stereo not given) returned SENP6 block -18, SENP1 FRET inh 0, NLRP3 yeast inh 24, PfGluPho inh 3, SENP8 block-1 -290, SENP7 inh -13, Apaf-1 inh -10, HKDC1 inh 1 and SENP8 block-2 -24.
Screening COc1ccc(CCN(C)C(=O)c2cccc(S(=O)(=O)N3CCN(c4ccc(F)cc4)CC3)c2)cc1OC returned SENP1 FRET inh -1, PfGluPho inh -4, SENP8 block-1 17 and HKDC1 inh 1.
For COc1cccc(NC(=O)c2ccnc(N3CCC(C(=O)NCc4ccccc4OC)CC3)c2)c1 the results were SENP6 block -2, SENP1 FRET inh -6, NLRP3 yeast inh 8, PfGluPho inh 8, SENP8 block-1 -354, SENP7 inh 1, Apaf-1 inh 24, HKDC1 inh -5 and SENP8 block-2 0.

Assay outcomes (PubChem)
